# CFTR F508del cor: correctors of CFTR F508del function in bronchial epithelial cells; CFBE cells, YFP halide quenching; stimulated with forskolin plus potentiator P3; % fluorescence drop versus neutral controls; activity (quench increase), % at 7.58 µM; 350,000 compounds, 0.36% hits;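 active = mean added fluorescence quench of at least 8% versus neutral control, with both replicates also reaching 8%; inconclusive = only one of the mean or replicate conditions met; inactive = mean below 8% and not both replicates reaching 8%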;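 note: cells transiently co-express mutant CFTR-F508del with the halide-sensitive YFP; corrector assay measuring rescue of mutant channel to the surface after 24 h compound exposure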
# PglD DTNB: blocks C. jejuni PglD acetyltransferase activity; inhibition, % at 12.5 µM; 360,000 compounds, 0.098% hits; purified PglD enzyme, DTNB colorimetric CoA detection; AID 602405; in the data active = inhibition above about 16%, passing the limit was not always enough; inconclusive = no clear call, values can overlap the other calls; note: strong numbers were not always called active
# FN deposition inh: fibronectin deposition inhibition; AH1F fibroblasts, Alexa488-fibronectin deposition fluorescence, overnight; inhibition, % at 12.6 µM; 350,000 compounds, 0.086% hits; AID 743247;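 active = mean inhibition across replicates of 30% or more, regardless of how many single replicates reach that level; inconclusive = mean under 30% yet at least half of replicates reach 30%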;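 note: positive control wells lacked labelled fibronectin entirely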
#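 Test system: AH1F fibroblast monolayer depositing Alexa488-labelled fibronectin into matrix. Input: 10000 cells per well. Technique: fluorescence, ex 485 nm, em 525 nm. Buffer or medium: DMEM plus 2% serum, read in PBS. Timing: 1 h cell adhesion before compound, then overnight fibronectin incubation. Compound: single dose, pinned. Read-out basis: inhibition from reduced deposited-fibronectin fluorescence.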
# Statin myotox sup: protects C2C12 myotubes from simvastatin toxicity. 330,000 compounds, 0.78% hits. ATP luminescence, 48 h; scaled: DMSO 0, geranylgeraniol control 100. rescue of ATP level, % at 7.49 µM;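 active = mean ATP rescue above about 67%, or every replicate alone reaching that limit, limit read from the data, passing the limit was not always enough; inconclusive = no clear call, values can overlap the other calls; inactive = mean under the limit and some replicate under it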;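 note: myotubes were challenged with 10 µM simvastatin during compound exposure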
# INS-1E GSIS act: primary screen for activators of insulin secretion dependent on glucose, INS-1E cells, GLuc reporter luminescence; INS-1E GLuc reporter insulin secretion, 2-3 h; activation, % at 16.6 µM; AID 743287; 370,000 compounds, 0.61% hits;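 active = lowest replicate activation of at least 40%, so every replicate reaches that level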;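 note: 0% = median of neutral control wells and 100% = median of IBMX positive control wells; some compounds called inactive have numbers as strong as hits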
# PGC1a acetyl inh: lowers PGC1a acetylation signal in U2OS cells | AlphaScreen anti-acetyl-lysine; with virally co-expressed GCN5 acetyltransferase | inhibition, % at 15.6 µM | 350,000 compounds, 0.17% hits;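 active = every replicate shows inhibition of at least 40%; inconclusive = mean inhibition at least 40% but some replicate below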;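 note: 0% = neutral control wells and 100% = positive control wells; some results beyond the cut were filed as inactive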
# Cneo AK release: Cryptococcus neoformans lysis via adenylate kinase release; C. neoformans lysis, adenylate kinase release luminescence, 4 h; normalised: neutral wells 0, clomiphene wells 100; lysis activity, % at 15 µM; 360,000 compounds, 0.2% hits;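 active = mean lysis activity across replicates of at least 80%, whatever share of replicates individually reach that level; inactive = mean lysis activity below 80%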
#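 Assay system: log-phase C. neoformans yeast / Quantity: yeast cell density of 5 × 10^6 cells/mL / Medium: fresh YPD growth medium / Compound: single dose / Timing: static 4 h at 37 °C with compound, 1 h detection / Measured by: adenylate kinase release luminescence / Read-out: lysis from increased AK signal / Benchmarks: Clomiphene as positive lysis control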
# miR-122 sensor: inhibitors of miR-122 in Huh7 cells; Huh7 miR-122 Renilla luciferase sensor, 48 h; neutral wells = 0, positive control = 100; activation (reporter increase), % at 12.5 µM; 340,000 compounds, 0.3% hits;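 active = mean replicate activation score at least 90 and every replicate individually at or above 90; inconclusive = only one of the two criteria met; inactive = neither criterion met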;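 note: higher luciferase means less miR-122 activity so hits act as miR-122 inhibitors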
# * marks the source's active call; other numbers are inactive results; u = inconclusive; x = no result given; & = joins results of further samples; [ ] = dose if it differs, or a comment.
SMILES,CFTR F508del cor,PglD DTNB,FN deposition inh,Statin myotox sup,INS-1E GSIS act,PGC1a acetyl inh,Cneo AK release,miR-122 sensor
CC(=O)Nc1ccc(S(=O)(=O)N(C)CC(=O)OCC(=O)c2ccc3c(c2)NC(=O)CO3)cc1,-2.8,5,3,1,-1,-3,-1,-3
Cc1noc(C)c1NC(=O)N(C)C[C@@H]1OCCCC[C@H](C)Oc2ccc(NC(=O)c3ccccc3)cc2C(=O)N([C@H](C)CO)C[C@@H]1C,-0.3,0,1,x,2,9,24,1[16.7 µM]
Cc1ccc(C(=O)NCC(=O)OCC(=O)NC2CCCCCCC2)cc1,1.4,-3,-4,1,-16,1,-1,-3
O=C(CNC(=O)c1ccc(S(=O)(=O)N2CCCC2)cc1)N/N=C/c1ccc(Cl)cc1Cl,-0.9,0,2,x,-12,-6,2,-10
COc1ccc(NC(=O)CCNC(=O)Cn2ccc3ccccc3c2=O)c(OC)c1,x,1,-6,-3,x,12,0,-5
C[C@H](CO)N1C[C@H](C)[C@@H](CN(C)C(=O)Nc2ccc(C(F)(F)F)cc2)Oc2c(NC(=O)c3cnccn3)cccc2C1=O,-2.2,1,-2,-9,7,0,1,9[16.7 µM]
CCN(CC)C(=O)c1[nH]cnc1C(=O)N[C@@H](Cc1ccccc1)C(=O)OCc1ccccc1,2.5,3,3,1,-26,x,0,-5
C[C@@H]1CC=C[C@H]2[C@H]1C(=O)N(Cc1ccccc1)[C@H]2c1ccoc1,-2.4,5,13,23,x,-21,3,3
Cc1ccc(S(=O)(=O)N(C)C[C@@H]2Oc3ccc(NC(=O)Nc4ccc(C(F)(F)F)cc4)cc3CC(=O)N([C@@H](C)CO)C[C@@H]2C)cc1,4.1,2,-55,-188,-1,-5,53,u
CCOc1ccccc1N(CC(=O)NCCSCc1ccco1)S(=O)(=O)c1ccccc1,2.2,4,x,x,-22,-2,-2,4
Cc1cccc(-c2ccc([C@@H]3[C@@H](CO)N4CCCCN(C(=O)NC(C)C)C[C@H]34)cc2)c1,-0.9,4,x,9,-18,-7,1,3[16.7 µM]
C/C=C/c1ccc([C@@H]2[C@@H](CN(C)C(C)=O)N(C(=O)C3CC3)[C@H]2CO)cc1,-2.6,1,-3,-3,-3,1,0,14[16.7 µM]

# The last two compounds of the part before are carried over, then new ones follow:
SMILES,CFTR F508del cor,PglD DTNB,FN deposition inh,Statin myotox sup,INS-1E GSIS act,PGC1a acetyl inh,Cneo AK release,miR-122 sensor
Cc1cccc(-c2ccc([C@@H]3[C@@H](CO)N4CCCCN(C(=O)NC(C)C)C[C@H]34)cc2)c1,-0.9,4,x,9,-18,-7,1,3[16.7 µM]
C/C=C/c1ccc([C@@H]2[C@@H](CN(C)C(C)=O)N(C(=O)C3CC3)[C@H]2CO)cc1,-2.6,1,-3,-3,-3,1,0,14[16.7 µM]
CC(C)=CC(=O)O[C@H]1[C@@H]2[C@H](C)C(=O)O[C@@H]2C[C@@H](C)[C@@H]2[C@@H](O)CC(=O)[C@]21C,-2.4,-3,-14,8,6,9,-2,1
CC(C)CC#Cc1ccc2c(c1)O[C@H](CN(C)C(=O)c1ccccc1F)[C@@H](C)CN([C@@H](C)CO)S2(=O)=O,-0.9,3,x,-25,-12,-1,3,69[16.7 µM]
COc1cccc(NC(=O)Cn2c(-c3cncs3)nc3ccccc32)c1,x,2,x,17,x,-9,3,-11
C/C=C/c1ccc2c(c1)O[C@@H](CN(C)S(=O)(=O)c1ccc(F)cc1)[C@@H](C)CN([C@@H](C)CO)S2(=O)=O,1.9,4,x,30,-16,-30,0,4[16.7 µM]
O=C(COC(=O)CNC(=O)c1ccccc1)NCCCc1ccccc1,-2.3,3,1,-8,-29,5,-1,x
CN1C(=O)c2cc(NC(=O)C3CCCC3)ccc2OC[C@@H]2O[C@H](CC(=O)Nc3ccccc3)CC[C@@H]21,0.5,4,1,-39,-11,-5,3,18[16.7 µM]
O=C(Nc1ccccc1)c1ccccc1NC(=O)C1CCCCC1,x,-2,x,-6,x,-18,1,-2
O=C(Nc1ccc(Cl)c(S(=O)(=O)N2CCCCC2)c1)c1ccncc1,-3.3,-3,-6,14,-15,0,4,17
O=S1(=O)CCC(NCC2CCCO2)C1 (stereo unspecified),x,0,0,-13,x,1,0,-1
COc1cc(-c2noc(C3CCCN(C(=O)c4ccccc4)C3)n2)cc(OC)c1OC (stereo unspecified),3.0,-1,-1,-4,5,x,0,x
CCCN1C[C@H](C)[C@H](OC)CN(C)C(=O)c2cc(NC(=O)C3CCC3)ccc2OC[C@H]1C,5.7,-1,-8,-2,2,6,0,22[16.7 µM]
CCCN1C[C@@H](C)[C@H](OC)CN(C)C(=O)c2cc(NS(=O)(=O)c3ccccc3)ccc2OC[C@@H]1C,-0.4,1,-6,28,3,5,48,x
COc1ccc(C2C(C(=O)c3ccco3)=C(O)C(=O)N2c2nnc(C)s2)cc1OC (stereo unspecified),-1.8,3,-6,4,2,5,1,-5
O=C(C1CCN(C2CC(=O)N(Cc3ccccc3)C2=O)CC1)N1CCCCCC1 (stereo unspecified),x,0,x,-3,x,-4,-2,0
CN(CC(=O)Nc1cc(Cl)ccc1Cl)C1CCS(=O)(=O)C1 (stereo unspecified),3.5,7,-3,2,-1,x,3,x
CC(C)Cc1[nH]c(=O)c(C#N)c2c1COC(C)(C)C2,x,6,x,8,x,9,21,-8
COc1ccccc1C(=O)Nc1cc2cc(Br)ccc2oc1=O,x,-4,4,x,4,7,6,5
O=C(NN=C1CCCC1)c1ccc(Cl)cc1,0.5,9,0,-3,-8,-2,-2,-4
CCCCCCCCCCCCN1C/C(=C\C(=O)OCC)c2ccccc2S1(=O)=O,1.4,1,-1,10,x,-11,2,2
CCOC(=O)C(CCCCP(=O)(c1ccccc1)c1ccccc1)(NC(C)=O)C(=O)OCC,1.2,-4,6,3,7,-4,0,4
CCOC(=O)c1ccccc1NC(=O)COC(=O)CCNS(=O)(=O)c1cccs1,-0.6,0,3,-1,5,x,1,3
O=C(c1ccc(COc2c(F)c(F)cc(F)c2F)o1)N1CCN(c2ccccc2)CC1,x,-4,-10,4,-16,-3,-18,-10
O=C(Cc1coc2cc(O)ccc12)NNC(=O)c1cccs1,0.3,2,-1,4,6,10,-4,x
O=C(O)CCc1ccc(-c2ccc(Br)cc2)n1Cc1ccco1,x,-5,x,-6,x,10,-1,14
Cc1ccc([C@H]2C[C@H](O)[C@@H](n3cc(-c4ccc(F)cc4)nn3)CN2C(=O)C2CCCCC2)cc1,-3.4,x,7,15,-15,-16,x,5
COc1ccc(C(=O)N2CCCC(CNC(=O)c3ccccc3Cl)C2)o1 (stereo unspecified),-2.7,-2,-12,15,8,-2,0,-10
N#CCCSc1nc(N2CCOCC2)c2c(c1C#N)CCCC2,x,1,4,0,x,10,8,-23
CN1[C@@H]2Cn3c(ccc(-c4ccncc4)c3=O)[C@H]1[C@@H](C(=O)N1CCC(Cc3ccccc3)CC1)[C@@H]2CO,x,-4,8,10,-1,x,-2,x
O=C(C[C@@H]1C[C@H]2c3cc(NC(=O)C4CCC4)ccc3O[C@H]2[C@H](CO)O1)NCc1ccc(Cl)cc1,-1.5,-2,x,-1,-3,6,2,-1[16.7 µM]
COc1ccccc1-n1nnnc1SCC(=O)NC1CC1,-2.7,5,2,12,21,-1,1,-1
O=C(CSc1nc2nn(-c3ccccc3)c(=O)c-2c2n1CCCCC2)NCCCc1ccccc1,-0.5,8,0,-7,-18,-12,-1,-1
OCC[C@@H]1C[C@@H](O)[C@H](O)[C@]2(CCc3ccccc3O2)O1,-0.2,-2,8,2,7,-15,1,6
C[C@H]1CN([C@@H](C)CO)C(=O)c2cccc(NC(=O)Nc3ccc(C(F)(F)F)cc3)c2O[C@H]1CN(C)CC1CCCCC1,1.8,-2,x,89*,-1,-26,-3,6[16.7 µM]
CCc1ccc(C2CC(c3ccccc3)n3ncnc3N2)cc1 (stereo unspecified),4.5,3,-6,2,-6,x,0,x
O=C(Cc1ccccn1)NCC[C@H]1CC[C@@H](NC(=O)Nc2ccccc2)[C@H](CO)O1,0.5,-3,x,1,8,-1,-4,x
COc1cccc(Cn2c(Oc3ccccc3)nc3c2c(=O)n(C)c(=O)n3C)c1,x,1,2,15,x,0,4,-8
Cc1ccccc1-c1ccc(C2[C@@H]3CN(Cc4cccnc4)C[C@H]2N3)cc1 (stereo partly specified),2.7&0.1,x,6&13,x,0&38,-42&-14,x,x
O=C(COC(=O)c1ccc[nH]c1=O)NCC12CC3CC(CC(C3)C1)C2,0.7,-4,1,3,-31,x,0,x
Cc1ccc(CN2CCN(/N=C/c3cccnc3)CC2)c(C)c1,-3.0,x,3,x,-6,0,0,0
CC1CCCC(NC(=O)CN2C(=O)COc3ccccc32)C1C (stereo unspecified),1.5,1,-6,2,1,7,1,-3
Cc1noc(C)c1NC(=O)Nc1ccc2c(c1)C(=O)N([C@@H](C)CO)C[C@@H](C)[C@@H](CN(C)S(=O)(=O)c1ccc(Cl)cc1)O2,2.1,8,x,-11,24,5,2,37[16.7 µM]
O=C(NCCOc1ccccc1F)c1cc([N+](=O)[O-])ccc1N1CCOCC1,8.3*,-4,x,-28,-5,-3,-10,0
C[C@]12c3[nH]c4ccc(Cl)cc4c3CCN1C(=O)[C@@H](CC(=O)NCCCn1ccnc1)C[C@@H]2C(=O)N1CCOCC1,-2.7,2,2,5,3,3,-1,-1
C[C@@H]1CN([C@@H](C)CO)S(=O)(=O)c2ccc(C#Cc3cccnc3)cc2O[C@H]1CN(C)CC1CCOCC1,0.7,-4,7,-53,2,-9,0,9[16.7 µM]
Nc1n[nH]c(-c2ccc([N+](=O)[O-])cc2[N+](=O)[O-])n1,1.4,x,0,x,-19,16,x,x
CSCC[C@H](NC(=O)[C@@H]1Cc2ccccc2CN1)C(=O)Nc1cccc(C)c1,2.7,x,-7,-7,-12,-6,x,-4
COc1ccccc1CNC(=O)c1ccc(CS(=O)(=O)c2ccccc2)o1,-0.8,-3,2,-4,-8,-6,1,6
CCCCN(C(=O)c1cc(S(=O)(=O)N2CCOCC2)ccc1Cl)c1c(N)n(CC(C)C)c(=O)[nH]c1=O,3.0,x,-2,-4,1,x,x,-2
OCCN1CN=C(Nc2nc3ccccc3s2)NC1,x,4,11,x,x,x,-2,-1
O=C(COC(=O)c1ccco1)NCCNC(=O)COC(=O)c1ccco1,1.2,0,x,x,13,-9,0,-1
CC(C)(C)NC(=O)CC1C[C@H](C(=O)N2CCOCC2)[C@@]2(CCC3CCCC3)c3[nH]c4ccccc4c3CCN2C1=O (stereo partly specified),3.6,4,x,15,-31,-3,9,30
CCCNC(=O)N(C)C[C@@H]1Oc2ncc(C#Cc3ccccc3F)cc2C(=O)N([C@@H](C)CO)C[C@H]1C,-0.2,3,1,x,14,1,0,-2[16.7 µM]
Cn1c(CNC(=O)c2ccco2)nnc1SCC(=O)N1c2ccccc2Sc2ccccc21,x,1,x,93*,x,0,-1,-1
Cn1cnnc1SCc1ccc(C(=O)n2ncc(C#N)c2N)cc1,x,-8,-5,-16,x,1,-1,2

# Screening results (PubChem BioAssay)

# An unsorted share of the library. Share with any hit: about 2.1%.
